# TCR activator – activates T cell receptor signaling. primary human leukocytes, anti-CD3, IL-2 HTRF, 48 h. Potency, µM (series often up to 9.22 µM), inactives show at the top dose activation of IL-2 secretion, usual class: activators. 330,000 tested, under 10 active; note: % of control where 0% means no effect
#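 Primary human leukocytes were stimulated with a-CD3 beads plus compounds for 48 hr without co-stimulation; secreted IL-2 was quantified by HTRF using a-IL-2-K (europium cryptate) and a-IL-2-d2, excited at 320nm with acceptor emission read at 665nm.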
# MLL CXXC-DNA inh – blocks binding of human MLL CXXC domain to DNA. MLL-CXXC / FITC-HOXA9 DNA fluorescence polarization. Potency, µM (series often up to 115 µM), for the others: top-dose activity change, negative = inhibition, usual class: inhibitors. hit rate 0.037% among 290,000. AID 2662; active = well fitted inhibition curve with a large enough effect in the polarisation, with a control signal flat, not every such curve was filed as active; inconclusive = small, poorly fitted or top-dose-only effect, or effect the other way, or a change in a side signal; inactive = no such curve, though single readings can be large or run the other way; the % refers to the polarisation; note: potency is the fitted concentration of half-maximal effect
#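 Fluorescence polarization: 7 uM MLL-CXXC (stock) preincubated 5 min with compounds, then 50 nM fluorescein-HOX-A9 DNA (stock) added; 30 min ambient. Buffer 50 mM Tris-HCl pH 7.5, 50 mM NaCl, 1 mM DTT, 0.05% BSA.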
# TSHR antag – blocks TSH signaling through the human TSH receptor; P16473; TSHR-expressing cells, TSH-stimulated cAMP HTRF, 2 h; stronger effect = lower value; activity change, negative = inhibition, % at 11.5 µM; hit rate 0.2% among 330,000; AID 504810;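 active = activity change below a set negative limit, meaning inhibition stronger than a set level, cut at about -70% in these data; inconclusive = activity change between two set negative limits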; note: % is set by controls: 0 for no effect and ±100 for the full control effect
# Target sequence (P16473 whole entry, looked up): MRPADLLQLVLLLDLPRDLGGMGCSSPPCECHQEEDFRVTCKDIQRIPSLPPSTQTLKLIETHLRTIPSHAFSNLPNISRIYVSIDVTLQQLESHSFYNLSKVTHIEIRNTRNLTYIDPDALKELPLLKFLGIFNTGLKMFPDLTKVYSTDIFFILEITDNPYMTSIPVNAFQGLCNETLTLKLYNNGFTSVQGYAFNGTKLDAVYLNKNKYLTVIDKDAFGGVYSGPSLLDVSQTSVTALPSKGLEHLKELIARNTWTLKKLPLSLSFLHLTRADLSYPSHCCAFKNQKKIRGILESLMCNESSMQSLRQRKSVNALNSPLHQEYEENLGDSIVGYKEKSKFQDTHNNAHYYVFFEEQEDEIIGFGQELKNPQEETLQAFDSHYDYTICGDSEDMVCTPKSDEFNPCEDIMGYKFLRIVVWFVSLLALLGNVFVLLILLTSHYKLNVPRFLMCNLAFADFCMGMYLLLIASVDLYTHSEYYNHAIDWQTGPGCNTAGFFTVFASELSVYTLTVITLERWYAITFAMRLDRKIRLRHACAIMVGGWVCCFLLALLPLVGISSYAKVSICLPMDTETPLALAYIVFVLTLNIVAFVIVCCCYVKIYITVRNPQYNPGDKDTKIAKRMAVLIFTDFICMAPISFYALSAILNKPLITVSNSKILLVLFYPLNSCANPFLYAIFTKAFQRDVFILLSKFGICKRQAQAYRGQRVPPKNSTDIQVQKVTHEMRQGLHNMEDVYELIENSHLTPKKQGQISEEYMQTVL
#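 Read-out is FRET at 665 nm (cryptate excitation 337 nm) from a cryptate-tagged anti-cAMP antibody, competed by cell cAMP against cAMP-d2. Compounds are tested on freshly harvested TSHR cells challenged with 4nM TSH (EC80) for 2 hours at 37 deg C.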
# Mito fusion act – mitochondrial division inhibition or fusion activation. hit rate 0.23% among 320,000. S. cerevisiae fusion-defective mutant growth rescue, CellTiterGlo 48 h. AID 485298. Potency, µM (top dose mostly 46.1 µM), without a hit: at the top dose growth rescue (activation), hits mostly activators;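 note: potency is the fitted concentration of half-maximal effect; % of control where 0% means no effect; nearly all actives have a fitted effect of over 45% in size; temperature-sensitive fusion mutants such as fzo1-1 at 37 °C on non-fermentable ethanol glycerol medium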
#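 Yeast fusion mutant, YPEG (non-fermentable carbon), compound, 48 h at 37C non-permissive; CellTiterGlo added, 10 min RT, luminescence read. Rescued growth = division inhibition.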
# Menin-MLL TR inh – displaces Texas Red mutant MLL peptide from human menin | O00255 | Menin + Texas Red MLL mutant peptide, fluorescence polarization | Potency, µM (doses to about 61.6 µM), for inactives: at the top dose FP activity change, negative = inhibition, hits mostly inhibitors | hit rate 0.23% among 270,000 | AID 1768; active = well fitted inhibition curve with a large enough effect in the polarisation, with a control signal flat, not every such curve was filed as active; inconclusive = small, poorly fitted or top-dose-only effect, or effect the other way, or a change in a side signal; inactive = no such curve, though single readings can be large or run the other way; the % refers to the polarisation; note: potency is the fitted concentration of half-maximal effect; % of control where 0% means no effect; many of its hits are not listed in these tables
# MBNL1-CUG inh – blocks human MBNL1 binding to CUG repeat RNA. hit rate 0.036% among 280,000. TR-FRET MBNL1-His/biotin-(CUG)12 binding, 665/545 ratio. Q9NR56. Potency, µM (series often up to 57.5 µM), for inactives: top-dose activity change, negative = inhibition, usual class: inhibitors. AID 2675; active = well fitted inhibition curve with a large enough effect in the signal ratio, with a control signal flat, not every such curve was filed as active; inconclusive = small, poorly fitted or top-dose-only effect, or effect the other way, or a change in a side signal; inactive = no such curve, though single readings can be large or run the other way; the % refers to the signal ratio; note: potency is the fitted concentration of half-maximal effect; % is set by controls: 0 for no effect and ±100 for the full control effect
#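 His-tagged MBNL1 binding to biotinylated (CUG)12 RNA was measured by TR-FRET using terbium anti-His antibody (0.055 ng/ul final) and streptavidin-XL665 (5 nM final). Compounds were titrated 92 nM to 58 uM; 60 min at room temperature.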
# Integrin act MD – activators of alpha7 integrin expression for muscular dystrophy; alpha7betagal myoblasts, beta-gal FDG fluorescence, 48 h; Potency, µM (series often up to 38.3 µM), without a hit: at the top dose activation, most hits filed as activators; hit rate 0.064% among 350,000; AID 624291;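 note: potency is the fitted concentration of half-maximal effect; 100% = response of the positive control SU9516; nearly all actives have a fitted effect of over 60% in size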
#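 alpha7betagal+/- myoblasts (passage 13, 250/well) treated 48 h at 37C with compounds at 1:260 dilution of DMSO stock. Lysed, then beta-galactosidase activity read as FDG fluorescence (ex 480/em 540) after 30 min, with pre-read for autofluorescence.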
# AT treatment – potential ataxia-telangiectasia treatments restoring KAP-1 phosphorylation | Potency, µM (doses to about 57.5 µM), for the others: at the top dose activation, hits mostly activators | hit rate 0.19% among 320,000 | […] A-T fibroblasts, KAP-1 phosphorylation AlphaLISA; neocarzinostatin DNA damage 30 min before lysis; note: potency is the fitted concentration of half-maximal effect; % of control where 0% means no effect; nearly all actives have a fitted effect of over 45% in size
#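 ATM-like activity read as KAP-1 phosphorylation via AlphaLISA donor/acceptor antibody pairs after lysis and 6 hr at 25C. Cells were ATM-null patient fibroblasts ([…], hTERT), dosed 60 min, then exposed to the DSB inducer NCS for 30 min.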
# TSG101-PTAP inh – blocks PTAP/TSG101 interaction to inhibit HIV-1 budding; Q99816; Fluorescence polarization, FITC-PTAP peptide / Tsg101 binding; Potency, µM (top dose mostly 115 µM), for inactives: at the highest dose activity change, negative = inhibition, most hits filed as inhibitors; 340,000 tested, under 10 active; active = well fitted inhibition curve with a large enough effect in the main read-out, with a control signal flat, not every such curve was filed as active; inconclusive = small, poorly fitted or top-dose-only effect, or effect the other way, or a change in a side signal; inactive = no such curve, though single readings can be large or run the other way; note: potency is the fitted concentration of half-maximal effect; % of control where 0% means no effect
#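 Compounds were pin-transferred onto Tsg101 binding domain (10 uM final) in HEPES pH 7.5 buffer, then FITC-PTAP peptide was added at 50 nM final. After 20 min at RT, polarization reported peptide displacement across a qHTS concentration series.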
# ASM inhibitor – blocks human secretory acid sphingomyelinase; hit rate 0.006% among 340,000; AID 504937; placental ASM, HMU-PC fluorogenic substrate, 60 min; P17405; Potency, µM (top dose mostly 57.5 µM), for inactives: at the highest dose activity change, negative = inhibition, hits mostly inhibitors; note: potency is the fitted concentration of half-maximal effect
#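 Fluorogenic HMU-PC substrate (9 uM final) is turned over by placental ASM in 60 min at 37 C after a 10 min compound preincubation. Reaction ended by alkaline stop (pH 10), with fluorescence read at 386/447 nm.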
# The depositor's hits bear a star; ? = inconclusive; . = not tested or not shown; [ ] = remark or other dose. Unless noted, calls come from the whole dose curve; as a rule, active = well fitted curve in the direction sought with a large enough effect; inconclusive = small, poorly fitted or top-dose-only effect, or another doubt; inactive = no such curve, though single readings can be large; an effect the other way counts as inactive or inconclusive.
SMILES,TCR activator,MLL CXXC-DNA inh,TSHR antag,Mito fusion act,Menin-MLL TR inh,MBNL1-CUG inh,Integrin act MD,AT treatment,TSG101-PTAP inh,ASM inhibitor
O=C1OC(c2ccccc2)C(O)=C1c1ccccc1 (stereo not drawn),-4%,.,.,.,.,.,4%,.,0%,0%
Cc1ccc(N(C)C(=O)c2cnn(-c3ccccc3)c2C)c(C)c1,-3%,0%,-1,5%,-23%,-6%,-18%,6%,-2%,4%
Cc1cc(=O)n2[nH]cc(C(=O)O)c2n1,-2%[46.1 µM],-3%,0,-1%,8%,-7%,7%,-2%,-6%,3%
COc1ccc(CC(=O)NNC(=O)c2ccccn2)cc1,2%,12%,22,2%,7%,3%,-5%,1%,-4%,-1%
O=C(NC1CC1)c1ccc(S(=O)(=O)NCC2CCCCC2)cc1,0%[46.1 µM],6%,10,1%,0%,4%,-48%[inhibitor],-2%,1%,2%
COc1cccc(CNC(=O)CCC2CCCN(C(=O)c3ccc(C)nc3)C2)c1 (stereo not drawn),1%,-18%,-2,2%,-2%,-10%,18%,6%,-6%,-1%
c1ccc2oc(NC3=NCN(C4CCCCC4)CN3)nc2c1,-2%,-15%,3,6%,.,-9%,2%,-3%,-6%,0%
O=C(CNc1cccc([N+](=O)[O-])c1)NC(=O)NC1CCCCC1,3%[46.1 µM],.,8,.,.,.,-4%,18%,-1%,-5%
O=C(Nc1ccccc1)N(CCCN1CCOCC1)Cc1ccccc1F,-6%,-19%,10,2%,1%,0%,-6%,4%,-3%,3%
CCN(CC)CC(O)CN(c1ccccc1)S(=O)(=O)c1ccc2ccccc2c1 (stereo not drawn),1%,-10%,0,-5%,?,3%,?,-5%,-1%,1%
CNC(=S)N/N=C/c1c(C)nn(-c2ccccc2)c1Cl,10%,1%,29,-4%,?,-6%,2%,15%,-4%,-3%
O=C(NCc1ccco1)c1ccc(S(=O)(=O)N2CCOCC2)cc1,1%,-8%,33,0%,24%,0%,-20%,-3%,-5%,2%
CCNC(=O)/C(C#N)=C/c1c(N2CCN(c3cccc(Cl)c3)CC2)nc2c(C)cccn2c1=O,-3%,-2%,-23,1%,-26%,6%,2%,-1%,-1%,24%
N#CCc1c(C#N)c(N)nc(N2CCCC(CO)C2)c1C#N (stereo not drawn),-3%,6%,-6,-1%,-2%,6%,0%,13%,-5%,7%
O=C(c1cc2ccccc2c(=O)o1)N1CCc2ccccc2C1,1%,4%,5,5%,-15%,11%,17%,4%,0%,6%
COc1cc(NC(=O)c2ccccc2)c(OC)cc1NC(=O)CN1C(=O)N(C)C2(CCCCC2)C1=O,1%,.,9,7%,.,.,-10%,-2%,-1%,0%
C/C(=N\N1CCN(C2c3ccccc3-c3ccccc32)CC1)c1cccnc1,-1%,-7%,4,-4%,4%,-3%,-8%,1%,-2%,0%
CCN(CC)S(=O)(=O)c1cc(NC(=O)C(C)OC(=O)c2[nH]c(C)c(C(C)=O)c2C)ccc1C (stereo not drawn),?,3%,-6,-1%,6%,-15%,-44%,2%,-5%,-8%
O=C(Nc1ccc(NC(=O)C2CCCN2C(=O)OCc2ccccc2)cc1)c1ccco1 (stereo not drawn),-2%,3%,1,6%,2%,-3%,16%,4%,-2%,0%
COC(=O)Cc1c(C)c2ccc(OCC(=O)NC3CCS(=O)(=O)C3)cc2oc1=O (stereo not drawn),8%,3%,6,-2%,9%,-3%,-19%,4%,-6%,223%[activator]
Cc1ccc(OCC(=O)Nc2ccc3c(c2)OCO3)c([N+](=O)[O-])n1,1%[46.1 µM],6%,-5,1%,6%,.,-14%,-2%,-2%,0%
O=S(=O)(NCc1ccco1)c1ccc(Cl)cc1Cl,-8%,9%,-2,-3%,15%,-3%,-18%,4%,1%,-1%
COc1ccc(C(=O)C(C)Oc2cccc(NC(=O)c3cccc([N+](=O)[O-])c3)c2)cc1 (stereo not drawn),1%,2%,-4,5%,?,-8%,-23%,3%,-10%,-7%
CC(C)NC(=O)CSCc1cccc(Br)c1,-1%,14%,1,0%,-2%,-5%,-13%,3%,-5%,4%
Cc1cccc(C(=O)N2CCCC(N3CCN(Cc4ccc5c(c4)OCO5)CC3)C2)n1 (stereo not drawn),8%,10%,21,-2%,1%,-18%,22%,-8%,-9%,7%
SMILES,TCR activator,MLL CXXC-DNA inh,TSHR antag,Mito fusion act,Menin-MLL TR inh,MBNL1-CUG inh,Integrin act MD,AT treatment,TSG101-PTAP inh,ASM inhibitor
CCN(CC(=O)Nc1ccc2c(c1)OCCO2)C(=O)/C=C/c1cccc(Br)c1,-3%,.,-4,30%,.,.,0%,-4%,-10%,.
Cc1ccc(OCCC(=O)NCCc2ccc(S(N)(=O)=O)cc2)cc1,4%,16%,-1,1%,4%,.,2%,-4%,0%,1%
O=C(CCS(=O)(=O)c1ccc2c(c1)NC(=O)CS2)NCc1ccccc1Cl,-2%,3%,5,3%,4%,-5%,-22%,1%,-3%,-2%
O=C(CSc1nc2ccc(Nc3nc(N4CCOCC4)nc(N4CCOCC4)n3)cc2s1)Nc1ccccc1F,2%,4%,-10,-1%,.,7%,22%,5%,0%,-5%
Cc1ccc(CN(C)C(=O)c2ccc(S(=O)(=O)N3CCCCCC3)cc2)o1,7%,.,-1,4%,.,.,11%,-2%,-5%,0%
Cc1ccccc1-c1cc(-c2ccccc2O)on1,.,8%,-12,2%,?,8%,-17%,?,-7%,-18%
CC(OC(=O)c1ccc(NS(=O)(=O)c2ccc3[nH]c(=O)[nH]c3c2)cc1)C(=O)Nc1ccc(Cl)cc1 (stereo not drawn),.,1%,0,-1%,?,-5%,-12%,1%,?,?
Cc1nn(CC(=O)Nc2ccc3c(c2)nc(CN2CCCCC2)n3C)c(=O)c2ccccc12,1%,10%,-7,0%,-14%,-6%,12%,7%,-4%,5%
CS(=O)(=O)Nc1nnc(Cc2ccccc2)s1,-2%[46.1 µM],7%,-4,-4%,11%,-5%,-15%,-2%,0%,3%
O=c1ccc2cc(S(=O)(=O)NCCCc3ccccc3)ccc2[nH]1,6%,7%,0,0%,27%,-4%,1%,-3%,-1%,-1%
O=C(O)c1cccc2c1C(=O)c1ccc(N3CCCCC3)cc1S2(=O)=O,-4%,.,4,-7%,.,.,24%,-12%,24%,-4%
O=C(CSCc1ccc([N+](=O)[O-])cc1)N/N=C/c1ccncc1,-4%,1%,8,0%,5%,?,11%,4%,-1%,4%
Cc1coc2cc3oc(=O)c(CCC(=O)NCCCN4CCCC4=O)c(C)c3cc12,2%,-11%,4,5%,-19%,6%,6%,-7%,-4%,28%
CCC(C)C(=O)Nc1nnc(SCC(=O)NC(C)(C)C)s1 (stereo not drawn),-4%,-5%,-12,4%,-14%,-3%,17%,-2%,-6%,-8%
Cc1oc2c(c(C)cc3oc(=O)c(CC(=O)N[C@@H](C)C(=O)O)c(C)c32)c1C,-1%,4%,-7,-5%,4%,13%,19%,3%,-2%,57%[activator]
CC(C)n1nnnc1-c1cccc(Cl)c1,.,-5%,-4,6%,10%,-5%,-2%,.,.,-3%
CC(C)OCCCNC(=O)Cn1ccc2cc(S(=O)(=O)N3CCCCC3)ccc21,4%,3%,-6,0%,.,2%,-22%,-1%,-1%,-3%
COCCCNC(=O)CSc1ccc(Cl)cc1,-6%,-5%,10,-6%,2%,0%,1%,3%,-5%,1%
C=CCn1c(NC(=O)c2ccc(Br)o2)c(S(=O)(=O)c2ccccc2)c2nc3ccccc3nc21,-6%,9%,-9,11µM*,?,?,8%,.,-11%,262%[activator]
CC(C)N1CCC2(CC1)Oc1ccc(Br)cc1C1CC(c3cccnc3)=NN12 (stereo not drawn),-6%,7%,-17,9%,.,-4%,?,42%,-4%,0%
Cn1c(=O)n(C)c2cc(/C=N/NC(=O)c3ccncc3)ccc21,.,-7%,7,1%,-19%,5%,.,8%,.,.
Cc1nc(SCC(N)=O)[nH]c(=O)c1Cc1ccc(OC(C)C)cc1,1%,-2%,13,1%,-20%,-14%,33%,-3%,2%,-1%
CC(=Nc1ccccc1)C1=C(O)COC1=O,-1%,3%,-4,0%,1%,-3%,16%,.,-3%,0%
COc1ccccc1N1CCN(C(c2cccs2)C(C)NC(=O)C(=O)N2CCOCC2)CC1 (stereo not drawn),-40%,19%,-10,1%,2%,-3%,?,0%,-9%,5%

# Screening data (PubChem BioAssay)

# The list is partial; count on the stated rates, not on these rows.
